# Bioassay records as filed in PubChem.
# Nrf2 inh – Nrf2 pathway inhibition. A549 ARE-Fluc reporter, luciferase luminescence, 18-24 h. Potency, µM (doses to about 46 µM), for inactives: top-dose activity change, negative = inhibition, most hits filed as inhibitors. hit rate 2.1% among 360,000. AID 504444; further: on the % scale 0 is the no-effect control and ±100 the full control effect; nearly all actives have a fitted effect of over 60% in size
#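 Nrf2 function is reported as luminescence of an ARE-controlled luciferase in A549 cells. Compounds were tested at several concentrations, and a CellTiter-Fluor read on the same wells flagged cytotoxicity.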
# MCF10A rereplic – DNA re-replication induction in MCF 10a cells. MCF 10A DNA re-replication, Hoechst nuclear intensity, 48 h. Potency, µM (series often up to 46.1 µM), without a hit: top-dose activity, positive = re-replication, usual class: activators. hit rate 2.9% among 350,000. AID 624296; further: % of control where 0% means no effect; nearly all actives have a fitted effect of over 50% in size
# A549 tox – kills or reduces viability of A549 cells in Nrf2 counter-screen. A549 ARE-Fluc cells, CellTiter-Fluor viability, 18-24 h. Potency, µM (highest dose often 46 µM), without a hit: top-dose activity change, negative = cytotoxicity, most hits filed as inhibitors. hit rate 0.16% among 390,000; further: on the % scale 0 is the no-effect control and ±100 the full control effect
#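 A549 ARE-Fluc cells in 5% FBS OPTI-MEM, 5000 cells/well, rested 2 h then exposed to compounds in concentration-response for 18-24 h at 37 °C. Viability by CellTiter-Fluor fluorescence (Ex 405/Em 525) after 30 min; luciferase luminescence (BugLite, 15 min, RT) read afterwards.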
# Nrf2 ARE act – activates Nrf2 signaling; AREc32 ARE-luciferase reporter (MCF7-derived line), luminescence, 24 h; Potency, µM (highest dose often 46.1 µM), without a hit: at the highest dose activation, most hits filed as activators; hit rate 0.31% among 410,000; AID 624171; further: % of control where 0% means no effect; nearly all actives have a fitted effect of over 65% in size
#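 Cells of the AREc32 ARE-luciferase line are plated in OPTI-MEM containing 5% FBS and left overnight at 37 deg C. Compounds are pinned in, incubation continues 24 hr, and firefly luciferase signal is then measured.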
# HepG2 tox – HepG2 cytotoxicity, counter-screen for TGF-b inhibitors; HepG2 CAGA-GFP viability, ATP luminescence, 18 h; Potency, µM (titrated, usually from 46.1 µM), without a hit: at the highest dose activity change, negative = cytotoxicity, actives largely listed as cytotoxic; hit rate 0.76% among 410,000; AID 588856; further: some results filed as inactive show a strong effect at the top dose
#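 CellTiter-Glo luminescence gave cytotoxicity after 18 hours at 37 degrees C. The cells were HepG2 CAGA-GFP in 1% FBS DMEM, stimulated with 500 pg/mL TGF-beta after compound addition. %Activity was normalised to no-cell wells (complete cell-killing) and DMSO (no toxicity), and curves were fitted and classified.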
# TGFb inhibitor – TGF-b pathway inhibition; HepG2 CAGA-GFP TGF-b/SMAD3 reporter, GFP fluorescence, 18 h; TGF-beta stimulated, 500 pg/mL final; Potency, µM (series often up to 46.1 µM), for the others: top-dose activity, negative = inhibition, hits mostly inhibitors; hit rate 1.2% among 410,000; AID 588855; further: on the % scale 0 is the no-effect control and ±100 the full control effect; nearly all actives have a fitted effect of over 65% in size
#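 First, reporter cells (HEPG2 CAGA-GFP) rested 2 h at 37 degrees C. Next, compounds were pinned in and TGF-beta added to 500 pg/mL final. After 18 h, GFP was imaged per cell and summed per well.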
# EPAC2 antagonist – antagonists of human EPAC2; Q8WZA2; EPAC2 GEF exchange of Rap1B-BODIPY-GDP, fluorescence; Potency, µM (titrated, usually from 114 µM), inactives show at the top dose activity, negative = inhibition, hits mostly inhibitors; hit rate 0.18% among 360,000; further: on the % scale 0 is the no-effect control and ±100 the full control effect; nearly all actives have a fitted effect of over 45% in size; many of its hits are not listed in these tables
# Target sequence (Q8WZA2 whole entry, looked up): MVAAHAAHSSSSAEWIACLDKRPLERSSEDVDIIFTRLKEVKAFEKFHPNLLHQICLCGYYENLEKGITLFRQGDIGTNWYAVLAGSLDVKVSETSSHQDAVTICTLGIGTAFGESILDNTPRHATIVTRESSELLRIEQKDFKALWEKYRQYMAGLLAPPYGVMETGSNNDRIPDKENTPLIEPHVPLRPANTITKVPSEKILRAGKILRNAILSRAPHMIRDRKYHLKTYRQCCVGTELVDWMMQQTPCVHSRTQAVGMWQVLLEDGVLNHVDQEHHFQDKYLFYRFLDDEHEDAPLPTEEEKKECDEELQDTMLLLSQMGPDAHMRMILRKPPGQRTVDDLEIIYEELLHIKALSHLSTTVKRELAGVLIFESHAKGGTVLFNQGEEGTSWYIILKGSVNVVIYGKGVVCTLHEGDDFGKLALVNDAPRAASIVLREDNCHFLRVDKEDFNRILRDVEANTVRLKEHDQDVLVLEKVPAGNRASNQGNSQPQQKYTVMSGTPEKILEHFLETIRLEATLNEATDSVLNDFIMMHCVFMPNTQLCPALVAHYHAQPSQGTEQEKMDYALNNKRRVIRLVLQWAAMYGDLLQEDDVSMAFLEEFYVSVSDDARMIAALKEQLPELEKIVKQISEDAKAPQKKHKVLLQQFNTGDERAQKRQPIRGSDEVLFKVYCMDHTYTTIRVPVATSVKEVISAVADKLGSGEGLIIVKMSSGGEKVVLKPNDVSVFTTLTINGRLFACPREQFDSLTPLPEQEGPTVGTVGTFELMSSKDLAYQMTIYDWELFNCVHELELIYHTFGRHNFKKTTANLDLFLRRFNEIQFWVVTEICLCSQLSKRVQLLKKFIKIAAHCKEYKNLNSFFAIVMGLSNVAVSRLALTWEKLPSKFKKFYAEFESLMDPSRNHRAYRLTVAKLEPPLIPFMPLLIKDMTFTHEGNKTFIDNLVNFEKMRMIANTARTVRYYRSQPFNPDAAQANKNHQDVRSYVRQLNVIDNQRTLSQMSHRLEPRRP
# ATXN viability – reduces viability in counter-screen for ATXN expression inhibitors; Potency, µM (top dose mostly 56.7 µM), hits mostly cytotoxic; hit rate 0.49% among 400,000; S2 cells (HEK-293 line with an ATXN2-luciferase reporter) viability, CellTiter-Fluor protease fluorescence, 24 h; AID 651635; further: nearly all actives have a fitted effect of over 40% in size
# ATXN2 expr inh – inhibitors of ATXN2 expression; HEK-293 ATXN2-luciferase reporter, luminescence, 24 h; Potency, µM (top dose mostly 57 µM), for the others: top-dose activity change, negative = inhibition, actives largely listed as inhibitors; hit rate 0.72% among 360,000; AID 1745845; further: on the % scale 0 is the no-effect control and ±100 the full control effect; nearly all actives have a fitted effect of over 55% in size
#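 qHTS (up to 57 uM final) was run with 24 h compound exposure of reporter cells at 37 °C. Each well was multiplexed: SteadyGlo luminescence measured ATXN2-luciferase expression after a fluorogenic Gly-Phe-AFC viability readout (25 uM final).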
# Active calls of the source: *; i = inactive; ? = inconclusive; / = not tested or not shown; & = joins results of further samples; [ ] = another dose, or the depositor's remark. The call rests on the fitted dose curve; in most records, active means well fitted curve in the direction sought with a large enough effect; inconclusive means small, poorly fitted or top-dose-only effect, or another doubt; inactive means no such curve, though single readings can be large; an effect the other way counts as inactive or inconclusive. Potency means the concentration at half of the fitted maximal effect. The list is partial; count on the stated rates, not on these rows.
# Values run as follows: Nrf2 ARE act, ATXN2 expr inh, MCF10A rereplic, Nrf2 inh, EPAC2 antagonist, A549 tox, TGFb inhibitor, ATXN viability, HepG2 tox
- CC1(C(=O)NCc2ccco2)Cc2c(-c3ccccc3)ccnc2O1 (stereo not drawn)
  5.6%, -18%, /, /, 10%, /, -26%, i, -37%
- CC(Sc1nnc(NC2CC2)s1)C(=O)Nc1ccc(N2CCOCC2)cc1 (stereo not drawn)
  -0.8%, 11%, 4%, 3%, 4%, -3%, 1%, i, -4%
- Cc1ccsc1C(=O)OCC(=O)Nc1nnc(-c2ccccc2)o1
  -0.9%, -16%, ?, -18%, 5%, -1%, -5%, i, -23%
- O=S(=O)(c1ccc(Br)cc1)c1nnn2c1nc(NCc1cccs1)c1sccc12
  0.6%, /, /, -28%, /, 2%, 46%[activator], /, 8%
- CC(=O)N1CCC(C(=O)Nc2cc(S(=O)(=O)N3CCCCC3)ccc2C)CC1
  0.6%, /, /, /, 7%, /, 4%, i, -6%
- COc1ccc(C2=NOC(C(=O)Nc3ccc4c(c3)OCO4)C2)cc1OC (stereo not drawn)
  3.3%, 0%, -2%, -2%, 1%, -5%, 4%, ?, 1%
- CC(/C=N/NC(=O)Cn1cnc2c1c(=O)n(C)c(=O)n2C)=C\c1ccccc1
  -0.5%, 2%, 0%, 5%, 11%, -1%, 1%, ?, -2%
- Cc1ccc(C(=O)NCC(=O)OC(C)C(=O)NC2CCCc3ccccc32)cc1 (stereo not drawn)
  -0.8%, 6%, 0%, 11%, 13%, -8%, -5%, i, 1%
- CCN(CC)CCOC(=O)c1ccc(NC(=O)c2cccc(C)c2[N+](=O)[O-])cc1
  0.0%, 7%, 0%, 6%, 4%, 2%, -13%, i, 0%
- Cn1c(=O)c2c(nc(N3CCCCCC3)n2CC(=O)c2ccccc2)n(C)c1=O
  -0.8%, 7%, ?, 9%, 4%, -4%, -2%, ?, 3%

# 5 entries from above, with bars between the fields:
canonical_smiles | Nrf2 ARE act | ATXN2 expr inh | MCF10A rereplic | Nrf2 inh | EPAC2 antagonist | A549 tox | TGFb inhibitor | ATXN viability | HepG2 tox
O=S(=O)(c1ccc(Br)cc1)c1nnn2c1nc(NCc1cccs1)c1sccc12 | 0.6% | / | / | -28% | / | 2% | 46%[activator] | / | 8%
COc1ccc(C2=NOC(C(=O)Nc3ccc4c(c3)OCO4)C2)cc1OC (stereo not drawn) | 3.3% | 0% | -2% | -2% | 1% | -5% | 4% | ? | 1%
CC(=O)N1CCC(C(=O)Nc2cc(S(=O)(=O)N3CCCCC3)ccc2C)CC1 | 0.6% | / | / | / | 7% | / | 4% | i | -6%
Cc1ccc(C(=O)NCC(=O)OC(C)C(=O)NC2CCCc3ccccc32)cc1 (stereo not drawn) | -0.8% | 6% | 0% | 11% | 13% | -8% | -5% | i | 1%
CC(Sc1nnc(NC2CC2)s1)C(=O)Nc1ccc(N2CCOCC2)cc1 (stereo not drawn) | -0.8% | 11% | 4% | 3% | 4% | -3% | 1% | i | -4%

# Back to the main list with the 2 entries that preceded the break.
# Values run as follows: Nrf2 ARE act, ATXN2 expr inh, MCF10A rereplic, Nrf2 inh, EPAC2 antagonist, A549 tox, TGFb inhibitor, ATXN viability, HepG2 tox
- CCN(CC)CCOC(=O)c1ccc(NC(=O)c2cccc(C)c2[N+](=O)[O-])cc1
  0.0%, 7%, 0%, 6%, 4%, 2%, -13%, i, 0%
- Cn1c(=O)c2c(nc(N3CCCCCC3)n2CC(=O)c2ccccc2)n(C)c1=O
  -0.8%, 7%, ?, 9%, 4%, -4%, -2%, ?, 3%
- Cc1ccc(CSc2nnc(-c3ccncc3)n2N)cc1
  -0.2%, -8%, 4%, -2%, 4%, 2%, -14%, i, 22%
- Cc1ccc(C(=O)Oc2ccccc2N2C(=O)C3C4CCC(C4)C3C2=O)cc1 (stereo not drawn)
  -0.3%, -3%, 0%, -10%, 18%, 4%, -1%, ?, -4%
- COCCNC(=S)N1CCN(c2ccc(Cl)cc2)CC1
  0.1%, 1%, 3%, ?, 0%, 13%, 5%, i, 2%
- Cn1c(SC2CCCCC2=O)nnc1-c1ccncc1 (stereo not drawn)
  -0.3%, 2%, -4%, 4%, 0%, 3%, 5%, i, 1%
- CC(C)Cn1cc(C(=O)NCCCN2CCCC2=O)c2c3ccccc3n(C)c2c1=O
  -0.6%, -3%, 18%, /, -2%, 5%, -2%, i, -14%
- C=CCOc1ccc(CNCC2CCCO2)cc1 (stereo not drawn)
  -0.9%[9.22 µM], 3%, -9%, 11%, 9%, -2%, 12%, i, -3%
- CCCCn1c(=N)n(CC(O)COc2ccc(C)cc2)c2ccccc21 (stereo not drawn)
  4.5%, /, 5%, 1%, 9%, -4%, ?, /, 13µM*
- Cc1ccc(SC(C)c2nc(-c3cccnc3)no2)cc1 (stereo not drawn)
  2.3%, -13%, 1%, 7%, -13%, -2%, -2%, i, -3%
- C[C@@H]1CCCCO[C@@H](CN(C)C(=O)CCCN(C)C)[C@@H](C)CN([C@H](C)CO)C(=O)c2cc(NC(=O)CCC(F)(F)F)ccc2O1
  -0.2%, 12%, /, /, -5%, /, -6%, i, -7%
- Cc1cc(/C=C2\SC(=S)NC2=O)c(C)n1-c1ccccc1
  5.6%, 16%, -2%, ?, -7%, ?, 35%, ?, 27%
- O=C(NCc1cccc(C(F)(F)F)c1)c1csc(COCCO)n1
  -0.6%[9.22 µM], 2%, /, /, 14%, /, 0%, i, 4%
- CC[C@H](C)Cc1cn([C@@H](CCCCN)C(=O)NCCCCCCCCCCC(=O)N2CCNCC2)nn1
  -0.2%, 2%, 7%, 5%, 9%, 1%, 19%, i, -2%
- CC(=O)N1N=C(c2cccs2)CC1c1ccc(C)o1 (stereo not drawn)
  -0.1%, -25%[11.3 µM], -5%, 14%, -8%, -5%, -27%, i, -2%
- Cn1nnc(NC(=S)NC(=O)/C=C/c2ccco2)n1
  0.7%, 6%, -1%, 3%, 1%, -8%, -5%, i, -30%
- CNC(=O)/C=C/c1cccc(C(F)(F)F)c1
  2.8%, /, -8%, 1%, 10%, -6%, 0%, i, -6%
- O=C(Nc1nnc(SCC(=O)N2CCCCC2)s1)c1ccccc1F
  15%, 8%, ?, 23%, 0%, 7%, -6%, i, -11%
- Cc1cccc(NC(=O)CN2C(=O)CCSc3ccc(S(=O)(=O)N4CCOCC4)cc32)c1C
  -0.9%, 21%, 1%, -19%, 6%, -15%, 3%, i, 12%
- CCC(C)(C(=O)Nc1ccc(OC)cc1)N(C)C(=O)Cn1nnnc1N (stereo not drawn)
  0.0%, 15%, -31%, 3%, -6%, -18%, 6%, i, 2%
- Cn1c(Cn2c(=O)sc3ccccc32)nnc1SCC(=O)NCc1ccccc1Cl
  -1.0%, -2%, -5%, 4%, 8%, 18%, -2%, i, 0%
- O=C1CCc2cc(S(=O)(=O)N3CCCC3C(=O)NC3CCCCCCC3)ccc2N1 (stereo not drawn)
  -0.1%, 4%, 6%, -17%, 3%, -4%, -13%, i, -26%
- Cc1ccc(-c2nnn(CC(=O)NC3CC4CCC3C4)n2)cc1 (stereo not drawn)
  0.7%, 0%, 4%[9.22 µM], ?, 1%, -4%, -3%, i, -32%
- O=C(CNC(=O)c1ccco1)N/N=C/c1cc(Br)ccc1O
  -1.0%, ?, ?, 3%, -7%, -1%, -3%, i, -28%
- Cc1ccc(Cc2c(-c3ccc(F)cc3)nc3c(C)cc(Br)cn23)cc1
  6.8%, -17%, /, /, -6%, /, 13µM*, ?, -62%
- Cc1c(C(=O)NCc2cccc(C(F)(F)F)c2)sc(=O)n1Cc1ccc(C(=O)N(C)C)cc1
  -0.2%, -18%, /, /, 9%, /, -12%, i, 4%
- COc1ccc([C@@H]2C[C@H]3[C@@H](CN2S(=O)(=O)c2ccccc2)C(=O)C[C@@H](c2ccc(C)cc2)N3S(=O)(=O)c2ccc(C)cc2)cc1
  0.2%, 10%, /, /, 2%, /, -2%, ?, -6%
- COc1cccc(C(=O)N2CCN=C2SCc2cccnc2)c1OC
  -1.4%, -5%, 1%, -6%, -17%, 2%, -2%, i, 3%
- CCOc1ccc(C(C)=O)cc1CN1c2ccc(S(N)(=O)=O)cc2CC1C (stereo not drawn)
  0.1%, -3%, 5%, 6%, 1%, 2%, 4%, i, 0%
- O=C(O)c1cc(/C=C/c2ccc(N3CCOCC3)c([N+](=O)[O-])c2)nc2ccccc12
  -0.9%, -15%, 3%, ?, -9%, ?, -5%, ?, -10%
- O=C(N/C(=C\c1ccc(-c2ccccc2)o1)C(=O)N1CCOCC1)c1ccccc1
  0.5%, -14%[11.3 µM], -1%, ?, -11%, -8%, -17%, ?, -30%
- Cc1ccc(CN(C)CC(=O)NC(C)c2ccccc2)cc1 (stereo not drawn)
  -0.5%, -6%, ?, 1%, -15%, -4%, -2%, i, 1%
- O=C(NCCSc1c[nH]c2ccccc12)c1ccc2c(c1)OCO2
  3.5%, 7%, -5%, ?, -16%, -13%, 0%, ?, -20%
- O=C(Cn1nnc(-c2cccc(C(F)(F)F)c2)n1)NC(=O)NCc1ccco1
  0.2%, -5%, 22%, 1%, -9%[57.1 µM], 2%, 22%, i, -3%
- COc1ccc(-c2noc(-c3ccc(Br)o3)n2)cc1
  2.6%, 23%, 17%, ?, -2%, 1%, 18%, i, 1%
- Fc1cccc(Cl)c1CSc1ccc2nnc(-c3ccccn3)n2n1
  4.8%, -8%, 0%, 4%, -14%, 1%, 3%, i, -11%
- CCn1c2ccccc2c2nnc(SCCN3CCCCC3)nc21
  0.6%&9.5%, -8%, 0%, 0%&12%, 0%, -6%&-12%, -16%&-26%, i, -47%&-26%
- Cc1cccc(-c2noc(CN(C(=O)c3ccccc3Cl)C(C)C)n2)c1
  3.1%, /, /, ?, /, 9%, -31%, /, -18%
- COc1ccc(-c2nc(CN3CCN(C(=O)c4ccco4)CC3)c(C)o2)c(F)c1
  -0.1%, -7%, 12%, -6%, 1%, -3%, -4%, ?, -10%
- COC(=O)c1ccccc1NC(=O)c1cccc(NC(=O)C(C)C)c1
  -0.6%, /, 4%, ?, -3%, 1%, 1%, i, -13%
- CCOC(CCNC(=O)c1cn(-c2cccc(C)n2)cn1)OCC
  0.3%, 1%, -2%, -8%, 8%, -13%, 0%, i, -1%
